Bioassay records as filed in PubChem.
RT RNaseH block: HIV-1 RT RNase H inhibitors, primary screen, biochemical, fluorescence | RT-RNase H RNA/DNA duplex cleavage | inhibition, % at 10 µM | 65,000 compounds, 1.9% hits | AID 565, 2006; in the data active = inhibition above about 50%
RmlC RmlD mix: RmlC and RmlD coupled enzyme inhibitors, primary screen, biochemical, 384-well, compound mixtures, retest; RmlC/RmlD coupled enzyme inhibition, 384-well mixture HTS; inhibition, % at 5.5 µM; 110,000 compounds, 0.39% hits; in the data active = inhibition above about 30%, passing the limit was not always enough; inconclusive = no clear call, values can overlap the other calls; also: strong numbers were not always called active
Numbers without * were called inactive; u = inconclusive; x = not tested or not shown. Some of the compounds tested; the hit share may differ from the screen's.

SMILES | RT RNaseH block | RmlC RmlD mix
COc1ccc2c(=O)c(C(=O)NCCc3ccc(OC)c(OC)c3)c[nH]c2c1 | 0 | -10
CC(=O)Nc1ccc(S(=O)(=O)Nc2c(C)nn(-c3ccccc3)c2C)cc1 | x | 17
Cc1c(C(=O)Nn2cnnc2)oc2ccccc12 | 3 | 7
COC(=O)c1nn(-c2ccccc2)c(Cl)c1/C=N/OCc1ccc(Cl)cc1Cl | x | 11
COc1ccc2oc(=O)c(NC(=O)C3CCCCC3)cc2c1 | -2 | 14
COc1ccc(C2C(C(=O)O)CCC(=O)N2c2ccc(OC)cc2)cc1 (centres undefined) | x | -20
CCCC(C)(COC(N)=O)COC(=O)NC(C)C (centres undefined) | -2 | 4
COC(=O)c1ccc(C2C(C#N)=C(C)NC3=C2C(=O)CC(C)(C)C3)cc1 (centres undefined) | 4 | 30
CC1Cc2ccccc2N1C(=O)Cn1c(=O)cc(O)c2ccccc21 (centres undefined) | x | -11
C=CCNC(=O)CSc1nc2sc(C)c(C)c2c(=O)[nH]1 | -4 | -6
COc1ccccc1OCCOCCn1cnc2ccccc2c1=O | -51 | 2
COc1ccc(NC(=O)CCN2C(=O)c3ccccc3S2(=O)=O)cc1 | x | 9
COc1cc(-c2nnc(SCc3cc(=O)oc4cc(O)c(O)cc34)o2)cc(OC)c1OC | x | -3
CCc1nnc(NC(=O)c2ccc(S(=O)(=O)N3CCCCCC3)cc2)s1 | -2 | -12
CC(C)Cc1ccc(/C(=N/O)C(=O)O)s1 | -3 | -8
COCCNC(=O)C(OC(=O)c1ccco1)c1ccccc1OC (centres undefined) | -8 | 2
CCOc1ccccc1-c1nc(C(N)=O)c2[nH]c(=O)n(-c3ccccc3)c2n1 | -16 | -1
CC(=O)Cc1nsc(Nc2ccccc2)n1 | x | 7
O=C(NCCNS(=O)(=O)c1ccccc1)c1cc(OCC(F)(F)F)ccc1OCC(F)(F)F | x | -9
CN1CC(=O)N(CCOc2ccccc2)C1=O | -5 | x
O=C(Nc1ccc2c(c1)OCCO2)NC1CCCCC1 | 0 | -8
Cc1ccc(CSc2nc3sc(C)c(C)c3c(=O)n2Cc2ccco2)cc1 | x | 10
CC(=O)Nc1cccc(N2C(=O)CC(Cc3ccccc3)C2=O)c1 (centres undefined) | -11 | -9
CCCCC(=O)NC(=S)Nc1ccccc1C(=O)Nc1ccccc1 | x | 67
Cc1cc(C(=O)N2CCN(c3ccccc3)CC2)no1 | -6 | -14
COc1cc(C2C(C#N)=C(C)NC3=C2C(=O)CC(C)(C)C3)cc(OC)c1O (centres undefined) | 8 | -1
Cc1ccc(Cn2cccc(NC(=O)NC3CCCCC3)c2=O)cc1 | x | 11
COc1ccc(C(=O)N(CCCO)C(C)C(=O)NC2CCCCC2)cc1OC (centres undefined) | 1 | 29
CCC(C)(C)n1nnnc1C(c1ccc(C)cc1)N1CCCC1 (centres undefined) | -23 | -8
COc1ccc(S(=O)(=O)N2CC(O)CC2C(=O)OCC(=O)Nc2ccc(Cl)cn2)cc1 (centres undefined) | -5 | 11

3 entries from above, with two lines to a compound:
Under each structure – RT RNaseH block	RmlC RmlD mix
> Cc1ccc(CSc2nc3sc(C)c(C)c3c(=O)n2Cc2ccco2)cc1
  x	10
> CC(=O)Nc1cccc(N2C(=O)CC(Cc3ccccc3)C2=O)c1 (centres undefined)
  -11	-9
> CCCCC(=O)NC(=S)Nc1ccccc1C(=O)Nc1ccccc1
  x	67

(next part)
SMILES | RT RNaseH block | RmlC RmlD mix
C#CCSc1nc(-c2cccs2)ccc1C#N | -26 | -12
Cc1ccc2cc(CN(CCCN(C)C)C(=O)NCc3ccccc3)c(=O)[nH]c2c1C | -1 | -12
c1ccc2c(c1)oc1c(NCCN3CCOCC3)ncnc12 | -11 | 5
Cc1ccccc1C(=O)NC(NCc1ccco1)C(Cl)(Cl)Cl (centres undefined) | x | 9
O=c1cc(CN2CCN(S(=O)(=O)c3ccc4c(c3)OCCO4)CC2)c2ccc(O)cc2o1 | x | u
O=C(COC(=O)C1CCN(S(=O)(=O)c2cccc3cccnc23)CC1)c1ccc(F)cc1 | x | 3
Cc1ccc2c(c1)CCCN2C(=O)c1c(C)noc1C | -39 | -14
N#Cc1c(/N=C/c2ccco2)oc(-c2ccccc2)c1-c1ccccc1 | 12 | x
O=C(O)C1C2C=CC(C2)C1C(=O)Nc1ccc(C(=O)N2CCCCC2)cc1 (centres undefined) | -11 | x
CC(C)Oc1cc(-n2c(=S)[nH]c3ccccc3c2=O)c(Cl)cc1Cl | x | 10

For convenience, some entries already given.
SMILES | RT RNaseH block | RmlC RmlD mix
CC(=O)Cc1nsc(Nc2ccccc2)n1 | x | 7
O=C(NCCNS(=O)(=O)c1ccccc1)c1cc(OCC(F)(F)F)ccc1OCC(F)(F)F | x | -9
CN1CC(=O)N(CCOc2ccccc2)C1=O | -5 | x
O=C(Nc1ccc2c(c1)OCCO2)NC1CCCCC1 | 0 | -8
Cc1ccc(CSc2nc3sc(C)c(C)c3c(=O)n2Cc2ccco2)cc1 | x | 10
CC(=O)Nc1cccc(N2C(=O)CC(Cc3ccccc3)C2=O)c1 (centres undefined) | -11 | -9
CCCCC(=O)NC(=S)Nc1ccccc1C(=O)Nc1ccccc1 | x | 67
Cc1cc(C(=O)N2CCN(c3ccccc3)CC2)no1 | -6 | -14
COc1cc(C2C(C#N)=C(C)NC3=C2C(=O)CC(C)(C)C3)cc(OC)c1O (centres undefined) | 8 | -1
Cc1ccc(Cn2cccc(NC(=O)NC3CCCCC3)c2=O)cc1 | x | 11
COc1ccc(C(=O)N(CCCO)C(C)C(=O)NC2CCCCC2)cc1OC (centres undefined) | 1 | 29
CCC(C)(C)n1nnnc1C(c1ccc(C)cc1)N1CCCC1 (centres undefined) | -23 | -8
COc1ccc(S(=O)(=O)N2CC(O)CC2C(=O)OCC(=O)Nc2ccc(Cl)cn2)cc1 (centres undefined) | -5 | 11
C#CCSc1nc(-c2cccs2)ccc1C#N | -26 | -12
Cc1ccc2cc(CN(CCCN(C)C)C(=O)NCc3ccccc3)c(=O)[nH]c2c1C | -1 | -12
c1ccc2c(c1)oc1c(NCCN3CCOCC3)ncnc12 | -11 | 5
Cc1ccccc1C(=O)NC(NCc1ccco1)C(Cl)(Cl)Cl (centres undefined) | x | 9
O=c1cc(CN2CCN(S(=O)(=O)c3ccc4c(c3)OCCO4)CC2)c2ccc(O)cc2o1 | x | u
O=C(COC(=O)C1CCN(S(=O)(=O)c2cccc3cccnc23)CC1)c1ccc(F)cc1 | x | 3
Cc1ccc2c(c1)CCCN2C(=O)c1c(C)noc1C | -39 | -14
N#Cc1c(/N=C/c2ccco2)oc(-c2ccccc2)c1-c1ccccc1 | 12 | x
O=C(O)C1C2C=CC(C2)C1C(=O)Nc1ccc(C(=O)N2CCCCC2)cc1 (centres undefined) | -11 | x
CC(C)Oc1cc(-n2c(=S)[nH]c3ccccc3c2=O)c(Cl)cc1Cl | x | 10

Next section:
SMILES | RT RNaseH block | RmlC RmlD mix
COc1ccccc1C(OC(=O)c1cccs1)C(=O)NCC1CCCO1 (centres undefined) | x | 9
O=C(c1cccs1)N1CCN(S(=O)(=O)Cc2ccccc2)CC1 | -6 | 12
COc1ccc(NC(=O)C(C)N(c2ccc(C)cc2)S(C)(=O)=O)cc1 (centres undefined) | x | 4
Cc1nc2sc(C(c3ccc(Cl)cc3)N3CC(C)OC(C)C3)c(O)n2n1 (centres undefined) | -29 | -1
COc1ccc(/C=C(/C#N)S(=O)(=O)c2ccc(C)cc2)cc1 | x | 40
COc1cc(CN(C)CCc2ccccc2)ccc1OCc1ccccc1 | x | 4
C=CCOc1c(CNc2ncn[nH]2)cccc1OCC | x | -9
CCCCn1c(=O)n(Cc2cccc(F)c2)c(=O)c2c1ncn2Cc1ccco1 | -43 | 1
O=C(Nc1cnn(Cc2ccc(Cl)c(Cl)c2)c1)c1nc2ncccn2n1 | -18 | -8
CCCCn1c(SCC(=O)N2CCCCC2)nc2cc(S(N)(=O)=O)ccc21 | -5 | -6
C=C(C)COc1ccc(-c2[nH]ncc2Oc2ccccc2OC)c(O)c1 | 4 | -6
CC1=C(C(=O)OC2CCCCC2)C(c2ccco2)C2=C(CC(C)(C)CC2=O)N1 (centres undefined) | 7 | -14
Cc1cc(C)c(NC(=O)C2CCCN2C)c(C)c1 (centres undefined) | x | 0
Cc1ccc(C)c(/C=N/NC(=S)NCCc2ccccc2)c1 | x | -6
CCc1ccc(NC(=O)C2CC=CCC2C(=O)O)cc1 (centres undefined) | -4 | -10
COC(=O)c1sccc1NC(=O)CSc1ccccc1NS(=O)(=O)c1ccc(F)cc1 | x | -6
COc1ccc(C(=O)N2CCCC(c3ccccc3)C2)cc1 (centres undefined) | -7 | 4
CSc1ccc(CNc2ccccn2)cc1 | -31 | 16
Cc1cccc(C(=O)CC(=O)c2cc(Cl)ccc2O)c1 | x | -14
O=C(CSc1nc2c(sc3ccccc32)c(=O)n1CCc1ccccc1)NCc1ccco1 | x | 10
CCC(=NCc1ccccc1)C1=C(O)C(C(=O)OC)C(C)(C)CC1=O (centres undefined) | -4 | -11
COc1ccc(C2C(C#N)=C(N)Oc3n[nH]c(C)c32)cc1Cn1nnc2ccccc21 (centres undefined) | -40 | 3
CCn1c(C(=O)NCCCc2ccccc2)cc2sccc21 | -4 | x
CCOC(=O)Cc1c(C)nc2c(-c3ccccc3)c[nH]n2c1=O | 0 | x
Nc1nc(CSc2nnnn2-c2ccc(F)c(Cl)c2)nc(N2CCOCC2)n1 | 2 | -4
COC(=O)CNC(=O)C1Nc2ccccc2C2C=CCC12 (centres undefined) | x | 9
Brc1ccc(-c2ccc(/C=N/Nc3nncc(-c4ccccc4)n3)o2)cc1 | x | 10
CCCc1cc(=O)oc2c(CN3CCCC3)c(O)c(Cl)cc12 | 2 | 59*
Cc1ccc2c(CSc3nc4ccccc4c(=O)n3CCCO)cc(=O)oc2c1 | -4 | x
COCc1nnc(NC(=O)c2ccc(NC(=O)C(C)C)cc2)s1 | -3 | 12
CC(C(=O)N1CCN(c2ccc(Cl)cc2)CC1)c1ncc(C(F)(F)F)cc1Cl (centres undefined) | x | 8
CN1CC(=O)N(CC(=O)NCc2ccc3c(c2)OCO3)C1=O | x | 2
CCC(C)NC(=O)CSc1nc2n[nH]c(C)c2c(=N)n1-c1ccc(OC)cc1 (centres undefined) | -10 | 5
CCn1nc(C(=O)OC(C(=O)c2c[nH]c3ccccc23)c2ccccc2)c2ccccc2c1=O (centres undefined) | x | -17
CCN(CC)CCCN1C(=O)CSC1c1ccc2c(c1)OCO2 (centres undefined) | -6 | -9
CC(C)Oc1cccc(-c2cc(C(=O)N3CCN(S(C)(=O)=O)CC3)c3ccccc3n2)c1 | 2 | 6
CC(=O)c1ccc(NC(=O)C2CCN(S(=O)(=O)c3cccc4cccnc34)CC2)cc1 | -41 | 4
NC(=O)C(F)(F)C12OC3C4C5CC(C6C5C3C61)C42 (centres undefined) | -2 | 3
O=C(CN1C(=O)c2ccccc2C1=O)OCN1C(=O)c2ccccc2C1=O | -10 | x
CCOc1ccc(-c2nn3c(-c4ccc(OC)cc4)nnc3s2)cc1 | -1 | x
O=C1CC(c2ccc(F)cc2)C2=C(CCCC2=O)N1 (centres undefined) | -13 | 5
CC(C)(C)OC(=O)N1CCC2(CC1)Oc1ccc(F)cc1C(=O)C21CC(c2cccnc2)=NO1 (centres undefined) | x | -4
CSc1ccccc1NC(=O)Cn1c(-c2cscn2)nc2ccccc21 | -11 | 7
CCCOc1ccc(NC(=O)c2c(-c3ccccc3)noc2C)cc1 | -7 | 8
COC(=O)[C@H]1[C@@H](C)N(CCc2cc(OC)c(OC)c(OC)c2)C(=O)N[C@H]1c1ccccc1 | x | 6
CCCCC(=O)Nc1ccc(F)c(Cl)c1 | -5 | -9
CCN1CC=C2C(C#N)=C(N)C(C#N)(C#N)C(c3cc(Cl)ccc3Cl)C2C1 (centres undefined) | -4 | x
Cc1ccc(NC(=O)C/C(N)=N/O)cc1C | x | u
COC(=O)CSc1cc(C)nc(NC(C)=O)n1 | 30 | 0
CCn1ncc(/C=N\NC(=O)c2ccc3c(c2)c(C)c(C)n3Cc2ccccc2)c1C | x | -10

Remaining list, next part:
SMILES | RT RNaseH block | RmlC RmlD mix
Cc1cc(NC(=O)CSc2nc(C(C)C)nc3sc4c(c23)CCC(C)C4)no1 (centres undefined) | x | -9
CCN(CC)S(=O)(=O)c1ccc(-c2nnc(SCc3nnc(-c4ccc(C)cc4)o3)o2)cc1 | 46 | 14
Cc1nn(C)c(C(=O)NNC(=S)Nc2ccc(F)cc2)c1[N+](=O)[O-] | x | 2
CCOC(=O)C1=C(C)NC(=O)NC1c1cccc(OC)c1OCc1ccccc1Cl (centres undefined) | x | 6
Cc1nnc(N2CCN(c3ccccc3)CC2)[nH]c1=O | -1 | -11
O=C(Nc1ccc2c(c1)OCCO2)C1CCCN(S(=O)(=O)c2cnc[nH]2)C1 (centres undefined) | -3 | -15
CN(Cc1cnn(C)c1)C(=O)c1sc2cccc(Cl)c2c1Cl | x | 4
COc1ccc(C)cc1-n1nnnc1SCc1csc(C)n1 | -76 | -49
Cc1ccc(C)c(OCCCCn2ccnc2)c1 | x | 20
C=CCn1c(SC(C)CC)nc(O)cc1=O (centres undefined) | x | 8
O=S(=O)(c1ccc(C2CCCCC2)cc1)N1CCN(c2ncccn2)CC1 | 11 | -10
Cc1cccc(-c2nc(C#N)c(NC3CCCCC3)o2)c1 | -9 | -10
O=S(=O)(c1ccccc1)N1CCN(CC(O)COc2ccc3c(c2)CCC3)CC1 (centres undefined) | -17 | 11
O=C(C1CC1)N1CCc2cc(Br)cc(S(=O)(=O)NCc3ccccn3)c21 | -5 | u
O=C(CS(=O)(=O)c1c[nH]c2ccccc12)N1CCCc2ccccc21 | x | -14
Cc1cc(C=O)c(C)n1-c1ccc(N2CCCCC2)c([N+](=O)[O-])c1 | x | -15
OCCN1CCN(CC(O)COc2ccc(-c3ccccc3)cc2)CC1 (centres undefined) | x | 3
O=C(Nc1ccc(C2CCCCC2)cc1)C1CCN(c2ncccn2)CC1 | 23 | 6
